# PHOSPHO1 block – inhibitors of human PHOSPHO1 phosphatase | inhibition, % at 13.3 µM | Q8TCT1 | recombinant PHOSPHO1, absorbance phosphatase assay | 1.1% of 290,000 active | AID 1565; in the data active = inhibition above about 60%
# SUMO HTRF inh – inhibitors of human SUMOylation (UBC9); P63279; HTRF SUMOylation assay, SAE1/SAE2 + UBC9, in vitro; inhibition, % at 35 µM; 0.36% of 290,000 active; AID 2006; in the data active = inhibition above about 50%, passing the limit was not always enough; note: strong numbers were not always called active
# NS3 helicase inh – HCV NS3 helicase inhibition; inhibition, % at 10.9 µM; 0.56% of 290,000 active; NS3 helicase DNA unwinding, Cy5 molecular beacon fluorescence;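 active = inhibition above the mean of all tested compounds plus 3 SD, set per campaign, cut at about 35% in these data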;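 note: 0% = DMSO wells and 100% = thioflavine S control wells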
#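 test system = hepatitis C virus NS3 helicase domain fragment enzyme | reagent = annealed dual-labelled DNA beacon duplex, ATP-started | times = 1 h at 25 °C | detection = Cy5 fluorescence, 0 and 60 min reads | read-out basis = percent inhibition from t60/t0 fluorescence ratio | control set = DMSO and thioflavine S | replication = one well per compound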
# pCIP destab – compounds decreasing mouse p/CIP protein stability. 0.01% of 290,000 active. Q05BA5. F442A p/CIP-EGFP cells, EGFP fluorescence, 16 h. decrease of EGFP signal, % at 10 µM. AID 1984;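 active = EGFP signal decrease of at least 30% at 10 µM or well 3 SD below plate mean, unless failing retest; inactive = the rest, including hits failing retest or dose response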; note: some compounds called inactive have numbers as strong as hits; many of its hits are not listed in these tables
# VIM-2 inh – blocks Pseudomonas aeruginosa VIM-2 metallo-beta-lactamase; purified VIM-2, nitrocefin hydrolysis, epi-absorbance fluorescence; inhibition, % at 5.6 µM; 0.89% of 290,000 active;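 active = inhibition above the mean of all tested compounds plus 3 SD, cutoff set per screening run, cut at about 7.5% in these data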;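 note: red hydrolysis product quenches plate fluorescence so inhibitors raise well fluorescence; 0% = enzyme with DMSO and 100% = DMSO without enzyme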
# IMP-1 inhibitor – inhibitors of Pseudomonas aeruginosa IMP-1 metallo-beta-lactamase. purified IMP-1, nitrocefin hydrolysis, epi-absorbance fluorescence. inhibition, % at 5.6 µM. 0.45% of 290,000 active;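 active = inhibition above the mean plus 3 SD of all compounds in the same screening run, cut at about 4.5% in these data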;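 note: 0% = IMP-1 with DMSO and 100% = DMSO wells lacking enzyme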
#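 Test system: recombinant IMP-1 enzyme, purified / Medium: HEPES buffer pH 7.1 with ZnSO4 and Brij 35 / Doses: single dose, 5.6 µM / Times: 25 °C, 15 min preincubation, 25 min reaction / Detection: Epi-absorbance via hydrolysed-nitrocefin quenching of white-plate fluorescence, 480/530 nm, EDTA stop / Evaluation: percent inhibition from optical density relative to buffer-blank wells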
# IDE act – boosts human insulin-degrading enzyme activity in HEK cells. P14735. FAbeta-B cleavage, fluorescence polarization; 0% vehicle, 100% cell-free pure enzyme wells. activation, % at 5.96 µM. 0.073% of 340,000 active;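 active = activation above the mean of all tested compounds plus 3 SD, set per screening campaign, cut at about 17% in these data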
# Target sequence (P14735 whole entry, looked up): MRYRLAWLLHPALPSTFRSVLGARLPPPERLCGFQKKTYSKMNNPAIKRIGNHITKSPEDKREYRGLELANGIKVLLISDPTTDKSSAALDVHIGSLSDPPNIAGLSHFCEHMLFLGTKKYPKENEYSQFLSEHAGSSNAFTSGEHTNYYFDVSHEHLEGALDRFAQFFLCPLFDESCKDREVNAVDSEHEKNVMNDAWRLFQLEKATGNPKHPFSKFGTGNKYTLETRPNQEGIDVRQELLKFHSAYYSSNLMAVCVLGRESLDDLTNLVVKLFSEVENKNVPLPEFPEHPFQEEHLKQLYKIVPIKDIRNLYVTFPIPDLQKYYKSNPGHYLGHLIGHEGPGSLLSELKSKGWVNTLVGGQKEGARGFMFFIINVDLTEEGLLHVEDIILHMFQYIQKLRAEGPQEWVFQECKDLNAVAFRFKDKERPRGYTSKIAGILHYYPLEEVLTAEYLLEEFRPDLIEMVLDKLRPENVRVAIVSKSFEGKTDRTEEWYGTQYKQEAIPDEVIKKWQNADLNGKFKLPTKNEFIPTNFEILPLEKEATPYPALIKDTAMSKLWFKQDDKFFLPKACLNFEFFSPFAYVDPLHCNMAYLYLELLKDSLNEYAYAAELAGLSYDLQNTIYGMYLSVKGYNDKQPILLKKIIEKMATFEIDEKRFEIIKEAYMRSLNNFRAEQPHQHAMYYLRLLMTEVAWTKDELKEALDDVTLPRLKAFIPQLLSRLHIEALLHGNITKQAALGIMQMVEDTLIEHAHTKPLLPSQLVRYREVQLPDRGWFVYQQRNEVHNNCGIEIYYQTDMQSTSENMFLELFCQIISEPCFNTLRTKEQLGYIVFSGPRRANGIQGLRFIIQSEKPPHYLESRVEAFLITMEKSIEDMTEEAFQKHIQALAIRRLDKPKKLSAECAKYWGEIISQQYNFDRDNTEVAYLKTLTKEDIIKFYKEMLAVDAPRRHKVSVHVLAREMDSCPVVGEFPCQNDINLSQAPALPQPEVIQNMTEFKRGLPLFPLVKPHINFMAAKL
# MEKK3 PB1 HTS – MEKK3-MEK5 PB1 interaction, increase or decrease; AID 1529; bead-based flow cytometry, Alexa488-MEK5 binding to MEKK3; actives lie on both sides; 0 = blocked by unlabeled MEK5, 100 = vehicle; 1.4% of 290,000 active; binding response (% of control), % at 10 µM;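 active = binding response more than 3 SD above or below the average of its plate-row segment, actives on both sides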;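 note: Alexa488 bead fluorescence after subtracting the streptavidin-only scavenger bead signal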
# DNA FID counter – displaces DNA intercalator in HCV helicase counter-screen; DNA fluorescent intercalator displacement, fluorescence; inhibition, % at 7.9 µM; 0.17% of 290,000 active; in the data active = inhibition above about 37%;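 note: 0% = vehicle and 100% = reference compound; higher means more ethidium bromide displaced from hairpin DNA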
# Starred values were filed as active, the others as inactive; nt = no result given; [ ] = dose if it differs, or a comment. A portion of the library. The share of hits here may be higher or lower than overall.
SMILES,PHOSPHO1 block,SUMO HTRF inh,NS3 helicase inh,pCIP destab,VIM-2 inh,IMP-1 inhibitor,IDE act,MEKK3 PB1 HTS,DNA FID counter
Cc1ccccc1NS(=O)(=O)c1ccc2[nH]cc(C(=O)NCCCN3CCOCC3)c(=O)c2c1,6,14,-10,0,0.3,1.3,2,99,10
O=C(Nc1c(Cl)ccc2nsnc12)c1ccco1,12,12,-11,-2,-1.0,-4.4,5,105,-4
COc1ccc(NC2=C(C(C)=O)C(c3ccc(N(C)C)cc3)C(C(C)=O)C(C)(O)C2)cc1 (stereo not given),9,9,-1,10,2.1,-0.6,-1,86,-5
COc1ccc(/C=N/NC(=O)CNc2c(Br)cc(C)cc2Br)c(C(=O)O)c1OC,8,3,7,9,3.6,0.2,-4,65,-37
O=C1CCCC2=C1Sc1ccc(Cl)cc1N2,-12,8,11,6,0.0,1.6,-12,93,-2
CCOC(=O)N1CCN(Cc2c(NC(=O)c3ccco3)sc(C)c2C)CC1,2,5,-6,5,-2.7,-2.4,5,97,-8
O=C(NCc1ccncc1)Nc1ccc(F)cc1,7,-7,-2,5,-1.2,-2.4,1,94,-1
Nc1nc(CN2CCN(C(=O)c3ccco3)CC2)nc(Nc2cccc(Cl)c2)n1,41,16,9,-1,-3.5,-4.5,6,97,-17
COCCNC(=O)C(c1ccc(C)cc1)N(C(=O)C(=O)NC1CCCC1)c1ccc2c(c1)OCCO2 (stereo not given),-2,-12,9,21,-3.2,-2.1,1,102,-34
CN(CC(=O)Nc1sccc1C#N)C1CCCCC1,-4,12,16,-13,-6.0,-2.6,-5,94,-3
N#C/C(=C(/O)COC(=O)c1ccc(C#N)cc1)c1nc2ccccc2s1,-15,3,19,-9,-1.3,-5.4,4,94,-8
CC(C)(C)SCCNC(=O)/C=C/c1ccccc1,20,23,-1,-2,-1.8,-1.0,nt,102,-9
CCCC12CN3CC(CCC)(CN(C1)C3c1ccco1)C2=O (stereo not given),28,3,14,-3,-1.1,-2.4,2,98,7
CCOc1ccc2cc(C#N)c(SCC(=O)N3CCCC3)nc2c1,nt,nt,2,nt,-0.9,-2.3,nt,nt,5
CN1CCc2c(n(CC(O)CN3C(=O)c4ccccc4S3(=O)=O)c3ccccc23)C1=O (stereo not given),-10,-16,-1,7,-2.5,-3.1,3,98,-22
CCOc1cc(CN2CCc3c([nH]c4ccccc34)C2)ccc1OC,14,-1,-22,2,-1.2,-0.8,3,100,9
CCn1cc(C(=O)N[C@@H](C)C(=O)NCCO)c(=O)c2cc3c(cc21)OCO3,34,7,3,7,1.5,-2.0,1,103,-2
COc1ccc(Cl)cc1NC(=O)c1cnc2n(c1=O)CCS2,19,5,nt,10,nt,nt,-1,104,nt
Cc1ccc(/C=C/C(=O)NCCc2cccc(Cl)c2)o1,14,7,-15,4,-0.2,-0.9,-6,100,-13
CC1CCCN(S(=O)(=O)c2ccc(Cl)s2)C1 (stereo not given),3,-22,3,6,-1.8,-1.8,-1,104,-11
COC(CNC(=O)c1ccc2nc(-c3cccs3)c(-c3cccs3)nc2c1)OC,-1,-9,1,-8,-0.9,0.7,-1,97,1
OC(CNCc1cccc(Br)c1)c1ccccc1 (stereo not given),35,19,6,-13,1.7,-2.0,5,107,7
CC(C)C(NS(=O)(=O)c1cc(C(=O)O)ccc1Cl)C(=O)O (stereo not given),42,8,-18,-17,-1.1,-1.0,0,100,8
O=C(c1nnc(Cc2ccc(Cl)cc2)o1)N1CCc2ccccc2C1,-4,9,-4,-9,-1.3,-1.0,2,115,-19
COc1ccc(-c2nc3ccc([N+](=O)[O-])cc3[nH]2)cc1,-28,55*,-2,-9,-3.1,-2.0,-7,110,12
O=C(NCCCn1ccnc1)C(=O)c1c[nH]c2ccccc12,37,8,3,-20,-2.0,-1.9,7,101,13
Cc1ccc(S(=O)(=O)c2c(COC(=O)c3ccccc3Cl)c(-c3ccccc3)nn2C)cc1,2,-10,-7,5,-4.1,-2.5,6,110,-4
Cc1onc(-c2c(Cl)cccc2Cl)c1C(=O)c1c[nH]c(C(=O)NCCCN2CCOCC2)c1,-113,15,-33,-5,1.6,-2.3,8,102,20
CCSc1ccc(-c2cccc([N+](=O)[O-])c2)nn1,-2,13,5,10,-1.9,-1.8,3,101,7
COc1ccc(O)c(-c2c(-c3ccc(Cl)cc3)n[nH]c2C)c1,20,10,-4,-6,-2.3,-2.7,1,106,-9
CC(C)(C)C(=O)Oc1ccc2cc(-c3ccc4ccccc4n3)c(=O)oc2c1,19,8,-3,-13,-3.7,-4.4,-18,91,2
Cc1ccc(S(=O)(=O)Nc2ccc(N(C)C)cc2)cc1,30,-2,2,0,-0.8,-9.2,4,94,-1
CC(C)N(C(=O)Cn1cc(S(=O)(=O)CC(=O)Nc2ccccc2)c2ccccc21)C(C)C,13,6,5,-9,-1.5,-3.2,3,98,-41
COc1ccccc1NC(=O)CCN1C(=O)c2ccccc2C1=O,23,2,6,-17,1.8,-3.2,1,105,-4
CN(CC1CCCN(CCc2ccc(F)cc2)C1)C(=O)CCC(F)(F)F (stereo not given),nt,7,0,-1,-1.4,-0.5,1,108,1
O=C(CSc1ccccc1C(=O)O)NC1CCCCCC1,-29,-2,-1,-11,-1.9,-4.0,0,91,-2
Cc1ccc(C)c(Cn2c(CN(C)Cc3ccccc3)nc3c2c(=O)n(C)c(=O)n3C)c1,15,-1,-18,-8,0.6,-4.3,-11,104,-36
Cc1ccc(SCCNC(=S)Nc2ccc(C)cc2C)cc1,5,-8,-13,-3,-1.7,-5.3,1,104,-19
Cc1ccc(S(=O)(=O)N2CCN(C(=O)CSc3nnc(-c4ccco4)o3)CC2)cc1,21,7,-2,-6,1.7,-1.6,-5,110,-25
CC(NC(=O)c1csc2ccccc12)C1CCCO1 (stereo not given),42,8,9,-11,-3.5,-5.1,10,104,1
Cc1c(N)cccc1-c1nc2ccccc2[nH]1,-4,14,-2,-26,-2.4,-5.1,-1,90,3
FC(F)(F)c1cccc(NC(=S)N2CCCC2)c1,52,6,1,-9,-1.8,-3.2,4,94,-3
O=C(Cc1cccs1)NCCSc1c(-c2ccc(Cl)cc2)[nH]c2ccccc12,-6,-19,0,-3,1.4,0.3,3,1.0*[inhibitor],1
CCC/C=C(\CCC)C(NC(=O)Cc1ccccc1)c1ccc(C(=O)OC)cc1 (stereo not given),1,-36,-9,1,-2.0,-1.7,0,100,-29
Cc1cc(Br)ccc1NC(=S)Nc1cccc([N+](=O)[O-])c1,9,-2,4,12,-3.3,-3.0,-2,95,4
CC1CC(C)CN(S(=O)(=O)c2cccc(C(=O)N3C(=O)c4cccc(N)c4C3=O)c2)C1 (stereo not given),-7,34,0,-10,-1.9,-0.3,4,103,-12
Oc1ccc(N=Nc2ccc3ccccc3c2)cc1,44,-13,13,3,-0.2,2.0,-3,102,12
CCOC(=O)/C=C/C(=O)Nc1ccccc1C(=O)NC1CCCCC1,-18,-5,1,1,-2.1,-1.0,5,98,-18
COc1ccc(/C=C/c2nc(S(=O)(=O)c3ccccc3)c(N(C)C)o2)cc1OC,33,12,-12,-17,5.2,-4.0,3,97,-25
COC(=O)c1cn(C(=O)c2cc(C)cc(C)c2)c2ccccc12,29,0,5,-30,-1.8,-1.9,3,86,-3
OC(CN1CCN(c2ccccc2)CC1)c1c[nH]c2ccccc12 (stereo not given),2,0,-9,-15,0.4,-1.7,8,97,7
O=C(O)CN1C(=O)/C(=C2\SC(=S)N(C(Cc3ccccc3)C(=O)O)C2=O)c2ccccc21 (stereo not given),30,14,31,5,1.8,0.1,9,105,-10
CCNC(=O)Nc1ccc(OC)cc1OC,30,0,-5,-7,-0.4,-0.6,8,101,-3
COc1ccc(-c2cc(C(=O)N/N=C/c3sccc3C)c3ccccc3n2)c(OC)c1,28,1,18,-4,-3.5,-5.8,2,109,-4
Cc1ccccc1NC(=S)N(Cc1cccnc1)Cc1ccco1,1,1,-11,3,-0.6,-0.8,2,80,-4
O=C(NCC(c1ccco1)N1CCCC1)c1ccccc1F (stereo not given),6,1,0,2,-1.9,0.1,-6,98,-5
COc1ccc(/C=N/n2cnnc2)cc1COc1ccccn1,29,7,1,-1,-2.0,-4.3,-6,94,2
O=C(NC(=S)N1CCc2ccccc21)c1ccccc1,-9,-1,-8,7,-4.7,-4.0,5,102,5
O=C(OCc1nnc(-c2ccccc2)o1)c1ccc2c(c1)OCO2,18,23,12,-15,2.2,-4.2,-5,105,-23
COc1ccc(N(C(=O)c2ccco2)C(C(=O)NC2CCCC2)c2ccncc2)cc1 (stereo not given),42,2,1,3,1.5,0.1,3,106,-15

# (list continues)
SMILES,PHOSPHO1 block,SUMO HTRF inh,NS3 helicase inh,pCIP destab,VIM-2 inh,IMP-1 inhibitor,IDE act,MEKK3 PB1 HTS,DNA FID counter
CCCCSc1nnc(-c2cc(Br)ccc2N)c(=O)[nH]1,7,-9,22,1,0.6,-5.1,0,101,-5
COC(=O)c1c(C(=O)OC)c(-c2cccc(Cl)c2)n2c1CS(=O)(=O)C2,2,22,6,7,-0.6,-2.1,0,112,-17
CC1(C)Cc2cccc(Oc3ccc(S(=O)(=O)N4CCCC4)cn3)c2O1,18,-11,-7,3,-2.0,-1.9,-1,99,-16
CCOc1cc(/C=N/NC(=O)CN2CCCCC2)ccc1OCc1ccccc1,-30,13,-26,5,0.1,-1.1,-3,99,10
Cc1cc(C)n2[nH]c(=O)c(N=Nc3cccc(Cl)c3)c2n1,-36,8,4,3,0.1,-1.2,4,95,2
Cc1c(C)c2ccc(O[C@@H]3O[C@H](CO)[C@H](O)[C@H](O)[C@H]3O)cc2oc1=O,22,17,18,-3,0.0,-3.1,-4,98,0
N#C/C(=C\c1ccc(F)c(Br)c1)C(=O)NC1CC1,4,0,1,-16,-2.9,-0.8,-2,101,-2

# 6 of these compounds, set out differently.
# Each structure is followed by: PHOSPHO1 block | SUMO HTRF inh | NS3 helicase inh | pCIP destab | VIM-2 inh | IMP-1 inhibitor | IDE act | MEKK3 PB1 HTS | DNA FID counter
CCCCSc1nnc(-c2cc(Br)ccc2N)c(=O)[nH]1
 : 7 | -9 | 22 | 1 | 0.6 | -5.1 | 0 | 101 | -5
COC(=O)c1c(C(=O)OC)c(-c2cccc(Cl)c2)n2c1CS(=O)(=O)C2
 : 2 | 22 | 6 | 7 | -0.6 | -2.1 | 0 | 112 | -17
CC1(C)Cc2cccc(Oc3ccc(S(=O)(=O)N4CCCC4)cn3)c2O1
 : 18 | -11 | -7 | 3 | -2.0 | -1.9 | -1 | 99 | -16
CCOc1cc(/C=N/NC(=O)CN2CCCCC2)ccc1OCc1ccccc1
 : -30 | 13 | -26 | 5 | 0.1 | -1.1 | -3 | 99 | 10
Cc1cc(C)n2[nH]c(=O)c(N=Nc3cccc(Cl)c3)c2n1
 : -36 | 8 | 4 | 3 | 0.1 | -1.2 | 4 | 95 | 2
Cc1c(C)c2ccc(O[C@@H]3O[C@H](CO)[C@H](O)[C@H](O)[C@H]3O)cc2oc1=O
 : 22 | 17 | 18 | -3 | 0.0 | -3.1 | -4 | 98 | 0

# Screening results: PubChem BioAssay, several laboratories
